# Screening results deposited in PubChem by several laboratories.
# Furin inh = inhibitors of human furin. P09958. purified furin, fluorogenic substrate cleavage. inhibition, % at 30 µM. 220,000 tested, 0.061% active. AID 463115; in the data active = inhibition above about 25%; note: inactives centre near -15
# p97 ATPase inh = human p97 ATPase inhibition. P55072. recombinant p97 ATPase, Kinase-Glo ATP luminescence, 3 h. inhibition, % at 8 µM. 220,000 tested, 0.42% active. AID 1481; in the data active = inhibition above about 15%;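 note: 0% = DMSO vehicle and 100% = wells lacking enzyme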
# thrombin 1536 = inhibitors of human thrombin | alpha-thrombin, Boc-VPR-AMC fluorogenic substrate cleavage | inhibition, % at 5 µM | 220,000 tested, 0.26% active;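 active = inhibition at or above 40%; inactive = inhibition below 40%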;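 note: 0% = enzyme with no compound and 100% = wells without enzyme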
#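 Test system: human alpha-thrombin protein / Dosing: one concentration per compound, 5 µM, with 0.2% DMSO / Medium: pH 7.5 Tris-saline with Tween 20 / Benchmarks: no-compound enzyme wells and no-enzyme blanks / Read-out basis: percent inhibition of thrombin substrate cleavage / Timing: reaction at room temperature / Measured by: fluorescence, ex 355 nm, em 460 nm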
# PERK inh = inhibitors of human PERK kinase. CHO PERK-DD fusion, SEAP luminescence translation reporter. inhibition, % at 5.6 µM. 220,000 tested, 0.17% active. AID 1416;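 active = inhibition above the mean inhibition of all tested compounds plus 3 SD, set separately per screening campaign, cut at about 2.9% in these data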;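 note: PERK kinase domain activated by AP20187 dimerizer at 100 nM; 0% = DMSO with dimerizer and 100% = rapamycin at 8.4 µM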
# Wee1 stabilizer = inhibitors of human Wee1 degradation | reporter increase, % at 5 µM | P30291 | HeLa Luc-Wee1K328M stability, luciferase luminescence; 100% = proteasome inhibitor MG132 effect | 220,000 tested, 1.2% active | AID 1321;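 active = activation above the mean of all tested compounds plus 3 SD, set per screening run, cut at about 8.8% in these data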;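 note: cells exposed to compound for 20 h before luminescence read; 0% = DMSO alone and 100% = MG132 at 30 µM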
# FXIIa inh = inhibitors of human coagulation factor XIIa; P00748; inhibition, % at 5 µM; purified FXIIa, Boc-QGR-AMC fluorogenic substrate, 2 h; 220,000 tested, 0.3% active; in the data active = inhibition above about 40%;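 note: 0% = enzyme with no compound and 100% = blank without enzyme; many of its hits are not listed in these tables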
# Target sequence (P00748 20-372 limits assumed): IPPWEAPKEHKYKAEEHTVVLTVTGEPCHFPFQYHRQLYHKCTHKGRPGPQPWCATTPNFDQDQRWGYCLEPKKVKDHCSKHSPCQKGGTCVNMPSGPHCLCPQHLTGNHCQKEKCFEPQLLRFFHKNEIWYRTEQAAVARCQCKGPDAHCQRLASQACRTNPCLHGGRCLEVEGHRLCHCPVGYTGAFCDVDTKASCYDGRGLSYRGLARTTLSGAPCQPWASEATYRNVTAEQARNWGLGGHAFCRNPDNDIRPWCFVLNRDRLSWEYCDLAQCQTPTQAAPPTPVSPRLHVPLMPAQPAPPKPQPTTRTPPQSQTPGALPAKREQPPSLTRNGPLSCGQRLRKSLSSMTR
# Target sequence (P00748 373-615 limits assumed): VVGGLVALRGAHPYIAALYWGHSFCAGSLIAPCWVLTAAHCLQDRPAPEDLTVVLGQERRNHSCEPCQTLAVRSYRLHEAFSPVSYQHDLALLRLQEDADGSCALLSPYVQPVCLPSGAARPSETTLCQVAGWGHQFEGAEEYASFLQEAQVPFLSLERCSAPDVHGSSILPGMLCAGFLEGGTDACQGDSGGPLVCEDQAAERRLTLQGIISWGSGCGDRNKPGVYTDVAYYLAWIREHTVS
# KCC2 mod = modulators of human KCC2 chloride dependent transport. Q9H2X9. KCC2 cells, thallium flux FluoZin-2 fluorescence. B-score of Tl+ flux slope (higher = more flux/activation; lower = inhibition) at 10 µM. 190,000 tested, 2.2% active;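 active = thallium flux slope and its plate-corrected score both differing from the plate sample mean at a set confidence after two filtering rounds, in either direction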;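 note: slope of fluorescence scaled to starting intensity during 10 to 20 s after thallium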
# KLK5 inh = blocks human kallikrein 5 protease activity | recombinant hK5, fluorogenic AMC substrate cleavage | inhibition, % at 5 µM | 210,000 tested, 0.59% active | AID 873;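 active = inhibition of 40% or more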;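 note: 0% = enzyme controls without compound and 100% = no-enzyme blanks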
# Target sequence (Q9Y337 67-293 limits assumed): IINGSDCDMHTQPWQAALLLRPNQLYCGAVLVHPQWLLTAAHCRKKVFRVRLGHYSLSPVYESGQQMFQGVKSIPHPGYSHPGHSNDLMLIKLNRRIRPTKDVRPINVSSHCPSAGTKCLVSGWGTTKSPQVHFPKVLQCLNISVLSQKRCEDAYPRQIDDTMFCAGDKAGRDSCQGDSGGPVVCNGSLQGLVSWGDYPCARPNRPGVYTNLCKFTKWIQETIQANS
# FXIa inh 1536 = factor XIa (human) inhibition; P03951; purified FXIa, Boc-Glu-Ala-Arg-AMC fluorogenic substrate; inhibition, % at 5 µM; 220,000 tested, 0.14% active;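 active = inhibition of at least 40%; inactive = inhibition below 40%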;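 note: fluorescence of freed AMC excited at 355 nm; 0% = enzyme without compound and 100% = no enzyme blank; many of its hits are not listed in these tables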
# Numbers without * were called inactive; nt = no result given; [ ] = another dose, or the depositor's remark.
no.	compound	Wee1 stabilizer	Furin inh	PERK inh	p97 ATPase inh	KLK5 inh	FXIa inh 1536	KCC2 mod	thrombin 1536	FXIIa inh
1	Cc1nc(N)c(Cc2ccc(Cl)cc2Cl)c(N)n1	0.5	0.4	0.4	-2.3	-6.0	1.4	-0.054	-8.6	14.6
2	CCOC(=O)c1ccc(Oc2nc(SC)nc(N(C)C)n2)cc1	0.7	-10.8[20 µM]	1.2	-1.3	4.1	2.4	-1.1	-2.4	0.6
3	O=C(CCS(=O)(=O)c1cccc2nsnc12)NCc1ccccc1	0.3	-24.1[20 µM]	-0.7	4.7	-27.7	17.8	0.563	-2.7	16.8
4	Cc1nn(-c2ccc(F)cc2)c2sc(C(=O)O)cc12	-3.6	-25.1[20 µM]	0.0	3.6	14.4	2.0	-0.0407	-2.3	11.5
5	O=C1C2C3C=CC(C4CC34)C2C(=O)N1/N=C/c1cccs1 (centres undefined)	1.1	-4.7	0.0	-3.7	-29.0	-3.1	1.21	-9.2	1.6
6	COC(=O)C1ON2OC(C(=O)OC)C(C(=O)OC)C2C1CC(C)=O (centres undefined)	-1.8	-18.9	0.3	-0.9	-13.0	21.9	nt	5.0	26.7
7	C=CCn1c(SCc2cc(=O)n3ccsc3n2)nc2ccccc2c1=O	1.0	-9.6	0.9	5.2	1.1	-1.2	-1.53	-12.0	4.4
8	COCC(C)n1c(SCc2nc3ccccc3c(=O)[nH]2)nc2ccccc2c1=O (centres undefined)	-1.7	-27.1	-0.4	-0.4	0.2	-5.3	-0.0852	-20.3	10.2
9	C=CCNc1ncnc2c1[nH]c1ccc(C)cc12	3.3	-2.7	-1.4	3.0	-4.7	-4.4	0.639	-7.4	7.8
10	CCCCn1ccnc1C(=O)c1cc(S(=O)(=O)N2CCOCC2)ccc1C	-0.3	-21.1[20 µM]	-1.9	-1.3	6.1	-20.0	nt	-0.1	12.4
11	CC1C/C(=C/c2ccncc2)C(=O)/C(=C/c2ccncc2)C1 (centres undefined)	6.7	-17.1	0.3	1.2	-6.3	2.6	-1.21	-11.2	10.9
12	Cc1cccc(C)c1N1CCN(C(=O)Nc2ccc3c(c2)OCCO3)CC1	2.2	-22.2[20 µM]	0.7	5.2	5.5	-7.2	nt	-3.8	0.8
13	CSC1=C(C#N)C(=O)NC(c2ccc(Cl)cc2)S1 (centres undefined)	-0.9	-10.3	-1.2	17.6*	1.6	2.7	-0.385	0.9	7.6
14	COc1ccc(-c2ccc(/C=C(\NC(=O)c3ccccc3)C(=O)N3CCOCC3)o2)cc1	-1.3	-2.7	-0.4	0.1	3.5	-1.0	-1.32	-8.8	8.8
15	O=S(=O)(c1ccc(NC(=S)NN=C2CCCCC2)cc1)N1CCOCC1	6.1	-25.8	0.3	5.1	2.7	0.3	-0.889	-2.4	6.4
16	O=C(NC1CCCCC1)N(Cc1cc2cc3c(cc2[nH]c1=O)OCCO3)C1CCCCC1	-2.0	-21.8[20 µM]	-0.2	0.5	-3.8	4.6	nt	2.4	11.7
17	CCC(=O)Nc1nc(CC(=O)Nc2ccccc2OC)cs1	-0.7	-16.4[20 µM]	0.3	5.7	-3.7	-6.5	-0.00309	-2.4	4.2
18	CCN(CC)S(=O)(=O)c1ccc(N/N=C/c2ccc(O)cc2O)nc1	4.2	-15.2	0.8	12.9	-74.5	6.9	0.103	3.4	12.8
19	O=C(CCC(=O)c1ccc(Br)cc1)Nc1cccc(C(F)(F)F)c1	-1.1	-21.3	1.5	-1.8	-13.0	-1.3	nt	-7.1	2.3
20	COc1ccc(NC(=O)Nc2ccc(OC)cc2)cc1	-0.6	-12.7[20 µM]	0.1	1.0	-1.0	-4.0	0.473	-5.8	-3.4
21	CCc1n[nH]c(=S)n1/N=C/c1ccc(N(CC)CC)cc1	0.5	-16.5	0.1	0.7	3.4	4.5	1.94	5.3	11.6
22	Cc1ncc([N+](=O)[O-])n1CC(=O)NCc1ccccc1	-0.1	-31.8[20 µM]	2.6	1.8	6.5	25.5	1.38	4.8	16.3
23	O=C(Nc1ccc(N2CCCC2)cc1)c1ccc(Br)o1	6.3	-18.3[20 µM]	-0.9	3.8	-3.6	1.4	nt	-1.4	4.2
24	O=C(CCSCCc1ccccn1)Nc1nccs1	2.0	-34.5	1.6	7.0	-5.6	3.9	nt	-1.4	20.7
25	CC(C)c1nc(Cl)c(C#N)c2c1CCC2	0.5	-29.8	0.9	2.4	0.1	9.9	-1.41	1.0	4.8
26	CC(=O)Nc1cc2c(nc1C)nc(C)n2Cc1ccc(Br)cc1	-2.7	-19.0[20 µM]	0.7	-2.3	0.5	4.8	0.456	1.4	4.4
27	CC(=O)NCCNC(=O)c1ccc(NC2=NC3CS(=O)(=O)CC3S2)cc1 (centres undefined)	-3.3	-10.6	0.8	2.3	-1.7	-2.0	-0.271	-6.0	1.7
28	C#CCOCCOCCOCCNc1nc(N2CCOCC2)nc(N2CCN(C(=O)Cn3cc(CCCN=C(N)N)nn3)CC2)n1	1.1	-15.6	0.2	5.2	-8.4	13.6	0.956	1.3	19.9
29	CCOc1ccccc1NC(=O)NCc1ccco1	-2.1	-12.4	-0.2	4.8	-2.8	-1.0	0.865	-10.7	1.4
30	COc1cc(CN2CCN(c3cccc(Cl)c3)CC2)cc(OC)c1OC	1.5	-13.8[20 µM]	-0.5	0.0	-17.3	6.8	-0.208	3.5	11.6
31	O=C(Cn1cc(C(F)(F)F)cc(Cl)c1=O)Nc1ccc(N2CCOCC2)cc1	0.6	-21.2	-0.3	3.4	-2.7	-3.2	0.786	-5.6	-0.1
32	O=S(=O)(c1ccc2c(c1)OCO2)N1CCN(c2nnnn2-c2ccccc2)CC1	-0.6	-16.4	1.0	1.3	2.2	-0.9	-0.104	0.2	9.9
33	Cc1cccc(C)c1-n1c(C)cc(/C=N/NC(N)=S)c1C	-2.7	6.7[20 µM]	-0.5	2.3	-5.2	-1.8	-0.423	0.7	9.7
34	c1ccc(-c2noc(-c3cccs3)n2)nc1	1.0	4.6[20 µM]	1.1	-22.7	1.7	5.4	-0.371	3.8	11.9
35	COC(=O)c1cc(OC)c(OC)cc1NC(=S)N1CCN(Cc2ccccc2)CC1	6.1	-13.4	-0.4	-1.6	-19.7	-0.4	nt	-7.5	3.8
36	O=S(=O)(c1ccc(Br)cc1)N1CCCC1c1nc2ccccc2s1 (centres undefined)	2.1	-14.0[20 µM]	-0.3	-6.2	13.2	2.6	nt	-0.2	19.2
37	Cc1cccc(N2C(=O)CC(Sc3ncn[nH]3)C2=O)c1 (centres undefined)	0.3	-15.0	1.1	2.5	-12.4	-4.2	0.0114	1.2	9.8
38	Cc1cc(C(=O)CSc2nc3ccc(Cl)cc3[nH]2)c(C)n1CC1CCCO1 (centres undefined)	-1.7	-7.4[20 µM]	-0.2	1.0	-2.9	2.1	0.334	1.7	25.8
39	CC(/C=N\NC(=O)Cn1cncn1)=C/c1ccc(C(C)C)cc1	4.8	-13.5	0.1	-4.4	-2.2	-3.6	0.234	-5.9	7.6
40	O=C(c1ccc(Cl)cc1)C1CCN(C(=O)C2CC2)CC1	0.6	0.7[20 µM]	-0.1	1.9	0.5	1.1	-0.33	-2.4	6.7
41	O=C(Oc1ccc2c(c1)OCO2)c1ccncc1	0.6	-28.6	1.5	6.1	-6.2	7.1	nt	1.9	8.0
42	Cc1sc2ncn(C(C)C(=O)OC3CCCCC3)c(=O)c2c1C (centres undefined)	-1.2	-16.5[20 µM]	-0.3	-5.9	-2.1	4.3	0.065	-1.0	8.5
43	Cc1nnc(NC(=O)CCCOc2ccccc2)s1	2.2	-19.0[20 µM]	-0.8	0.2	7.5	3.1	0.753	4.5	12.9
44	Cc1ccccc1N1C(=O)C2C3CC(=O)C(c4ccccc43)C2C1=O (centres undefined)	3.0	-16.6	1.1	-2.2	-11.0	1.9	0.546	-8.0	9.8
45	COc1cccc(NC(=O)COC(=O)CCS(=O)(=O)c2ccc(C)cc2)c1	2.9	-11.1	0.2	-2.6	-3.8	-3.5	0.908	-12.0	4.4
46	O=C(O)COc1ccc(C(=O)Cc2ccc3c(c2)OCCCO3)c(O)c1	1.2	-14.1	1.1	4.3	-4.5	0.3	0.709	3.0	11.3
47	Cc1ccc(C2=NN(C(=O)CCC(=O)O)C(c3cccs3)C2)cc1 (centres undefined)	-1.6	-23.0	0.7	-0.2	3.3	-2.5	-0.556	-0.5	9.2
48	O=C(NNS(=O)(=O)c1ccc(Br)cc1)c1sccc1-n1cccc1	-1.1	-24.6	1.2	2.3	2.8	12.0	0.172	3.7	12.7
49	COc1ccc(-c2nc3ccc(C(=O)NCC(OC)OC)cc3nc2-c2ccc(OC)cc2)cc1	0.1	-13.3	-0.4	-3.9	3.6	4.8	-1.65	-1.8	10.3
50	CN(CC(=O)N1CCOCC1)C(=O)CSc1nc2ccccc2s1	2.8	-23.8	1.0	5.7	12.3	-1.5	-0.874	-2.7	4.5
51	Cc1nc2nc(-c3ccc(Cl)cc3)nn2c(C)c1Cl	1.8	-7.8[20 µM]	1.3	-5.2	6.2	1.0	2.45	4.5	3.0
52	CC1(C(=O)N(Cc2ccccc2)Cc2ccccc2)CC1(Br)Br (centres undefined)	-1.1	6.2	-0.1	-8.9	1.6	-13.3	-1.22	-6.1	-3.6
53	CCc1ccccc1OCc1nnc(N)s1	0.3	-16.9	0.3	-2.2	-21.1	3.0	-0.248	0.3	2.2
54	O=C(Nc1cccc(S(=O)(=O)N2CCCC2)c1)c1ccc2ccccc2n1	-2.9	-22.3	0.1	3.1	3.6	3.0	0.743	3.2	9.2
55	O=C(Nc1ccc2c(c1)OCCO2)NC1CCCCC1	6.0	-16.9[20 µM]	0.7	-2.3	3.2	3.8	0.226	-0.5	15.8
56	O=C1NC(NS(=O)(=O)c2ccc(Cl)cc2)(C(F)(F)F)C(=O)N1c1ccccc1 (centres undefined)	-3.9	-21.6	0.7	2.1	-15.6	4.7	-0.471	-4.9	14.3
57	O=C(O)Cn1cc(C(=O)C(F)(F)F)c2ccccc21	-2.7	-18.9	0.3	5.0	0.8	-1.6	0.0589	-8.5	5.3
58	COc1ccc(Oc2ccc(S(=O)(=O)N3CCCCC3)cc2S(=O)(=O)N2CCCCC2)cc1	-0.8	-18.9	-0.1	5.1	3.1	3.7	-0.402	1.8	6.2
59	Brc1nnc2n1-c1ccccc1Sc1ccccc1-2	-1.3	-14.7[20 µM]	-0.6	-3.5	-3.9	-1.6	-3.06	-1.6	10.3
60	CCCN(Cc1cc2cc(OC)ccc2[nH]c1=O)C(=O)c1ccncc1	0.5	-17.4	0.0	3.5	3.0	-0.8	nt	5.7	23.8
61	Cn1cc([N+](=O)[O-])c(C(=O)NNC(=O)c2ccc([N+](=O)[O-])cc2Cl)n1	-0.8	-14.3	0.0	1.8	11.8	-3.6	-0.436	-3.1	6.4

# Complete entries from above. Order of values: Wee1 stabilizer, Furin inh, PERK inh, p97 ATPase inh, KLK5 inh, FXIa inh 1536, KCC2 mod, thrombin 1536, FXIIa inh
# Cc1cccc(C)c1-n1c(C)cc(/C=N/NC(N)=S)c1C as listed: -2.7, 6.7[20 µM], -0.5, 2.3, -5.2, -1.8, -0.423, 0.7, 9.7
# O=C(O)Cn1cc(C(=O)C(F)(F)F)c2ccccc21 as listed: -2.7, -18.9, 0.3, 5.0, 0.8, -1.6, 0.0589, -8.5, 5.3
# O=C(Cn1cc(C(F)(F)F)cc(Cl)c1=O)Nc1ccc(N2CCOCC2)cc1 as listed: 0.6, -21.2, -0.3, 3.4, -2.7, -3.2, 0.786, -5.6, -0.1
